Screens deposited in PubChem BioAssay by National Center for Advancing Translational Sciences (NCATS).
DT40 TDP1 CPT – DT40-hTDP1 cell growth loss with CPT | Potency, µM (doses to about 46.2 µM), for inactives: at the highest dose activity change, negative = growth inhibition, most hits filed as inhibitors | 420,000 compounds, 12% hits | AID 686979 | chicken DT40 Tdp1-/-;hTDP1 cells + 20 nM CPT, ATP luminescence, 48 h; also: nearly all actives have a fitted effect of over 55% in size
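Chicken DT40 Tdp1-/- cells stably complemented with human TDP1 were seeded at 400 cells/well in medium containing 20 nM camptothecin, exposed to pin-transferred compounds, and grown at 37 °C for at least 48 hr. Viability was read as ATP luminescence.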
DT40 TDP1 no CPT – qHTS for Inhibitors of human tyrosyl-DNA phosphodiesterase 1 (TDP1): qHTS in cells in absence of CPT; AID 686978, 2013; 420,000 compounds, 15% hits; Potency, µM (titrated, usually from 46.2 µM), for inactives: at the top dose activity change, negative = growth inhibition, hits mostly inhibitors; DT40 Tdp1-/- hTDP1 cells, no CPT, ATP luminescence, 48 h; also: nearly all actives have a fitted effect of over 55% in size
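Readout: luminescence from CellTiter-Glo after 30 min in the dark at RT. Cells: DT40 Tdp1-/- with stable hTDP1, 400/well. Exposure: compounds alone, ≥48 hr, 37 °C.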
KAT2A inh – blocks human GCN5L2 histone acetyltransferase | AID 504327 | GCN5L2 HAT assay, ThioGlo1 CoA-SH fluorescence | Potency, µM (titrated, usually from 58.9 µM), for the others: at the top dose activity change, negative = inhibition, most hits filed as inhibitors | 390,000 compounds, 0.21% hits
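Enzyme at 20nM final was mixed with library compounds for 15 min at room temperature. Peptide H3(1-25) at 75uM, acetyl-CoA at 70uM and ThioGlo1 at 50uM were then added. Plates were read immediately and after 20 min (Ex340nm/Em540nm).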
Numbers without * were called inactive; u = inconclusive; x = no result given; & = joins results of further samples. Calls follow the shape of the dose curve; as a rule, active = well fitted curve in the direction sought with a large enough effect; inconclusive = small, poorly fitted or top-dose-only effect, or another doubt; inactive = no such curve, though single readings can be large; an effect the other way counts as inactive or inconclusive. % is scaled to controls: 0 for no effect and ±100 for the full control effect; potency is read from the fitted curve at half-maximal effect.

structure	DT40 TDP1 CPT	DT40 TDP1 no CPT	KAT2A inh
CC(C)C[C@H](NC(=O)[C@H]1N2C(=O)c3ccccc3C2SC1(C)C)C(=O)N[C@@H](Cc1ccccc1)C(=O)O (some centres not stated)	27.7%	3.1%	0.2%
Cc1ccccc1CN1C2=NCCN2c2ccccc21	u	u	-0.4%
CC1=NN2C(=N)/C(=C\c3ccc(SCc4ccccc4)o3)C(=O)N=C2S1	-2.4%	-8.6%	-26.5%
COc1ccc(C(=O)Nc2ccc(S(=O)(=O)N3CCCC3)cc2)c(OC)c1	-28.6%	-26.2%	-4.9%
O=C1CC(N2CCC(O)(c3ccc(Cl)cc3)CC2)C(=O)N1 (configuration not stated)	-12.9%	-18.1%	-0.8%
CCCN1CNc2c(c(=O)[nH]c(=S)n2CCc2ccc(Cl)c(Cl)c2)C1	u	u	x
COc1ccc(OC)c(-c2cc(C3CCN(c4cc(Cl)nc(N)n4)CC3)[nH]n2)c1	13µM*	20.6µM*	-4.6%
CCN1C(=O)C2(c3ccccc31)c1c(oc3ccc(C)cc3c1=O)C(=O)N2CCCOC(C)C (configuration not stated)	u	u	-1.3%
NC(=O)c1ccsc1NC(=O)COC(=O)CCCOc1ccccc1	-19.7%	u	-15.6%
COC(=O)Cn1c(=NC(=O)CCS(=O)(=O)c2ccccc2)sc2c(OC)ccc(OC)c21	20.6µM*	u	-17.7%
O=C(CCNS(=O)(=O)c1ccccc1)NNC(=O)C1COc2ccccc2O1 (configuration not stated)	12.4%	-4.0%	-0.3%
CCc1nnc(NC(=O)C2CC(=O)N(Cc3ccco3)C2)s1 (configuration not stated)	1.3%	-1.6%	0.9%

Three structures already listed, ordered by molar mass, smallest number first.
structure	DT40 TDP1 CPT	DT40 TDP1 no CPT	KAT2A inh
CC1=NN2C(=N)/C(=C\c3ccc(SCc4ccccc4)o3)C(=O)N=C2S1	-2.4%	-8.6%	-26.5%
O=C(CCNS(=O)(=O)c1ccccc1)NNC(=O)C1COc2ccccc2O1 (configuration not stated)	12.4%	-4.0%	-0.3%
COc1ccc(OC)c(-c2cc(C3CCN(c4cc(Cl)nc(N)n4)CC3)[nH]n2)c1	13µM*	20.6µM*	-4.6%

Following part
structure	DT40 TDP1 CPT	DT40 TDP1 no CPT	KAT2A inh
O=C(CSc1nnc(-c2ccccc2F)n1CCc1ccccc1)Nc1ccc2[nH]c(=O)[nH]c2c1	-12.1%	-15.3%	-3.9%
CCSc1nc2ccccc2n1CCOc1ccccc1	u	u	-2.5%
Cc1ccoc1C(=O)NCCCNC(=O)c1occc1C	u	-22.1%	-7.3%
O=C(CCCSc1nc2sc3c(c2c(=O)[nH]1)CCC3)NCCCO	-20.9%	-28.0%	-5.5%
COc1cccc(CC(=O)NN2C(=O)NC3(CCCCC3)C2=O)c1	-3.1%	0.8%	-8.5%
Nc1c(-c2ccccc2)c(CN2CCOCC2)nn1-c1cccc([N+](=O)[O-])c1	10.4%	-16.6%	-14.9%
CCOc1ccc(S(=O)(=O)NCc2ccncc2)cc1NC(=O)c1ccccc1F	-23.7%	1.46µM*	-1.2%
CC(=O)Nc1ccc(/C=C2\C=C(C(O)c3ccc(NC(C)=O)cc3)c3ccccc32)cc1 (configuration not stated)	20µM*	10µM*	x
Cc1noc(C)c1S(=O)(=O)N(CC(=O)NC(C)c1ccccc1)c1ccc(C(C)C)cc1 (configuration not stated)	u	u	0.8%
COc1cccc(/C=N/n2cnc3cc(C)c(C)cc32)c1OC	-5.1%	u	-7.7%
C[C@H](O)[C@@H]1C(=O)N2CCc3ccc(-c4cccc(F)c4)cc3[C@@H]2C[C@@H]1N(C)C(=O)Nc1ccccc1	u	u	x
O=C(C1=C[C@@H](c2ccc(C(F)(F)F)cc2)C[C@@H](OCc2ccc(CO)cc2)O1)N1CCOCC1	-9.5%	u	-1.5%
Cc1ccc(S(=O)(=O)N2CCN(C(=O)c3cc(S(=O)(=O)N(C)C)ccc3N3CCCC3)CC2)c(C)c1	u	16.4µM*	-2.6%
Cc1ccc(CNc2nc3ccc(Cl)cc3n3nnnc23)cc1	-9.2%	-8.7%	-7.8%
COC(=O)c1cccnc1-n1c(=O)c2cccnc2n(Cc2cccc(C(F)(F)F)c2)c1=O	u	u	-4.6%
CCOc1ccccc1C1C2C(=O)N(c3ccccc3)C(=O)C2ON1c1ccccc1 (configuration not stated)	-4.1%	-9.6%	-9.5%
COC(=O)c1ccc2c(=O)n(CC3CCCO3)c(SCC(=O)Nc3ccc(OC)cc3OC)nc2c1 (configuration not stated)	3.4%	-24.3%	-10.4%
Cc1cc(F)cc(-c2cc(C(=O)NCc3ccco3)[nH]n2)c1	7.6%	-9.2%	x
c1ccc(Cc2nnc3sc(-c4cccs4)nn23)cc1	-26.6%	-6.6%	-10.0%
CCCc1nc2ccc(C)cn2c1Cc1ccc(OC)cc1C	13µM*	23.1µM*	x
CC12CCCC(C(C#N)C(N)=O)(C1)NC(=O)C2C#N (configuration not stated)	19.5%	-8.9%	x
Nc1ccccc1Nc1cc(-c2ccccc2)[nH]n1	-56.6%	13µM*	-3.6%
C=CCN(c1ccc(C(=O)Nc2cccc(C)c2)cc1)S(C)(=O)=O	21.1%	-1.8%	-0.6%
Cc1ccc2nc(Nc3nc(CSc4nc5ccccc5s4)cc(=O)[nH]3)nc(C)c2c1	11.6µM*	14.6µM*	-1.8%
CCN1CCN(Cc2c(O)ccc3c(C)cc(=O)oc23)CC1	-7.6%	-25.8%	-20.9%
CC(OC(=O)CN1C(=O)c2ccccc2C1=O)C(=O)NC1CCCCC1C (configuration not stated)	8.6%	-0.5%	-2.3%
N=c1n(CCO)c2ccccc2n1Cc1ccc(Cl)cc1	25.9µM*	16.4µM*	-1.7%
CC(=O)c1ccc(NC(=O)C(C)OC(=O)c2ccc(NS(=O)(=O)c3ccc(F)c(F)c3)cc2)cc1 (configuration not stated)	-6.5%	-27.4%	-4.6%
O=C(NCc1ccc(F)cc1)C1CC(=O)N(C2CCCCCCC2)C1 (configuration not stated)	0.1%	-0.2%	-3.5%
CC12CCC(C(=O)Nc3cc(Cl)ccc3Cl)(C/C1=N\O)C2(C)C (configuration not stated)	-21.3%	u	-7.6%
CC12CCC(=O)C=C1C(O)CC1C2CCC2(C)C1CCC2(O)C(=O)CO (configuration not stated)	u	-18.3%	x
Cc1csc(NC(=O)C2CCCC2)n1	-14.4%	u	1.4%
CC(Oc1ccccc1)C(=O)OCC(=O)Nc1sccc1C(N)=O (configuration not stated)	-14.4%	-14.4%	2.9%
O=C(O)/C=C/c1ccccc1Oc1ccc(Cl)cc1Cl	9.0%	-10.0%	-4.1%
O=C(Cc1coc2ccc3ccccc3c12)NCc1cccs1	-27.8%	u	-5.4%
Nc1nc2c(Br)ccc(Br)c2cc1C(=O)NCCc1ccccc1	u	-24.4%	x
Brc1ccc2c(c1)-c1ccccc1C1=NCCN12	1.46µM*	0.82µM*	x
CC(=O)c1ccc(OCC(O)CN2CC(C)OC(C)C2)cc1 (configuration not stated)	3.6%	9.2%	0.9%
Cc1ccc(S(=O)(=O)NCC(=O)OC(C(=O)c2ccccc2)c2ccccc2)cc1 (configuration not stated)	-15.8%	-12.6%	-5.5%
C[C@@H](NC(=O)c1ncn(C)c1C(=O)N[C@H](C)c1ccccc1)c1ccccc1	u	u	-4.7%
O=c1n(Cc2cccc(C(F)(F)F)c2)c2ccccc2c2nc(-c3ccccc3)nn12	23.1µM*	25.9µM*	-1.7%
CC(=O)Nc1sc2c(c1CN1CCCC1)CCCC2	4.4%	-1.0%	-1.8%
O=C(NCC1CCCCC1)c1cc(-c2cc(F)ccc2OCC2CCCO2)n[nH]1 (configuration not stated)	18.4µM*	u	x
Cc1nnc(NCc2cccc(Cl)c2)c2ccccc12	u	u	-3.8%
COc1ccccc1NC(=O)C1=C(C)Nc2nc(SCc3ccccc3)nn2C1c1ccccn1 (configuration not stated)	8.2µM*	u	1.8%
CC1CCCN(S(=O)(=O)c2cc3c4c(c2)CCN4C(=O)CC3)C1 (configuration not stated)	21.3%	-27.6%	-0.2%
CN1CCN(C(c2ccccc2)c2nnnn2Cc2ccccc2)CC1 (configuration not stated)	-1.2%	-2.5%	-4.3%
CCc1ccc(S(=O)(=O)NC2CC(C)(C)NC(C)(C)C2)cc1	-11.2%	-21.8%	-1.4%
CCNc1nc(NCC)nc(N/N=C/c2ccccc2)n1	3.2%	0.4%	21.2%
Cc1c(-n2c(SCC(=O)N(C)C3CCS(=O)(=O)C3)nc3ccccc3c2=O)c(=O)n(-c2ccccc2)n1C (configuration not stated)	9.0%	6.9%	-11.8%
CN(CC(=O)NCc1cccnc1)S(=O)(=O)c1ccc(F)cc1	17.2%	10.2%	1.3%
N=c1sccn1CC(=O)Nc1ccc(Cl)c(S(=O)(=O)N2CCOCC2)c1	-2.0%	-21.7%	1.8%
Cc1cc(Cl)nc(SCC(=O)c2ccccc2)n1	-14.7%	14.2%	-2.4%
COC(=O)/C(=C1\Oc2ccc(C(C)(C)C)cc2S1)C(F)(F)F	-18.1%	-21.9%	-5.4%
O=C(Nc1cccc(O)c1)c1cc(-c2ccc3c(c2)OCO3)on1	-15.0%	u	-15.6%
COc1ccc(Nc2c3c(nc4ccccc24)CCC3)cc1Cl	11.6µM*	18.4µM*	-11.4%
COc1cccc(NC(=O)CSc2nc3ccccc3c3nc4ccccc4n23)c1	11.6µM*	16.4µM*	-7.9%
COC(=O)c1ccc2nc(-c3ccccc3)c(Cc3ccsc3)n2c1	20.6µM*	u	x
NC(=O)C1CCN(C(=O)c2ccc3nc(-c4ccccc4)c(-c4ccccc4)nc3c2)CC1	u	u	-3.4%
COc1ccc(NC(C)C(=O)N/N=C/c2c(O)ccc3ccccc23)cc1 (configuration not stated)	4.61µM*	5.8µM*	u

Next section
structure	DT40 TDP1 CPT	DT40 TDP1 no CPT	KAT2A inh
CC(NC(=O)c1ccncc1)c1ccc(Br)cc1 (configuration not stated)	-27.3%	u	x
COc1cccc(NC(=O)C2CCN(S(=O)(=O)c3ccc4[nH]c(=O)ccc4c3)CC2)c1	7.0%	-6.8%	-15.9%
COc1ccc(OCC(O)CNc2ccc(Br)cc2)cc1 (configuration not stated)	-10.8%	u	-19.3%
COc1cccc(NS(=O)(=O)c2ccc3[nH]cc(C(=O)NCCCOC(C)C)c(=O)c3c2)c1	u	u	1.7%
COc1ccc(COC(=O)c2ccc(N3CCCC3=O)cc2)cc1F	-17.3%	-4.1%	-5.7%
c1cncc(CN=C2Nc3ccccc3CS2)c1	1.7%	0.8%	-3.2%
COc1ccc(CCNC(=O)Cc2ccc3c(c2)OCO3)cc1OC	19.6%	-12.4%	-5.0%
COCCCn1c(=O)c2ccccc2n(Cc2ccccc2C)c1=O	u	u	u
CCCCc1nnc(NC(=O)C2CCN(c3ncnc4sc(C)c(C)c34)CC2)s1	u	u	-10.1%
Cc1ccccc1NC(=O)COc1cccc2c1CCNC2=O	u	-29.1%	-6.6%
COC(=O)c1sc(N)c(C(=O)OC)c1CSc1nc2sc3c(c2c(=O)n1C)CCC3	u	25.9µM*	-8.2%
COc1cc(C2C(C#N)=C(SC)NC3=C2C(=O)CCC3)ccc1O (configuration not stated)	3.6%	-4.7%	-5.2%
CC(C)n1c(SCc2ccccc2F)nc2c1c(=O)n(C)c(=O)n2C	20.6µM*	25.9µM*	-7.4%
O=C(N1CCN(c2ccccc2)CC1)C(F)(F)C(F)F	u	-7.6%	1.5%
COc1ccc(-c2onc(C)c2C)cc1S(=O)(=O)N1c2ccccc2CC1C (configuration not stated)	23.1µM*	u	2.8%
CCOC(=O)c1ccc(NC(=O)CSCCC(=O)O)cc1	1.8%	-1.9%	-12.0%
Cc1cc(C)cc(N2C(=O)c3nccnc3C2=O)c1	-1.3%	-8.5%	2.8%
C#CCN1C(=O)C(O)(CC(=O)c2ccc3c(c2)OCCO3)c2ccccc21 (configuration not stated)	u	23.1µM*	-9.4%
CC(C)C(=O)Nc1nnc(S(=O)(=O)N2CCCCCC2)s1	3.1%&2.2%	2.5%&-3.5%	-5.3%&-3.2%
CCOC(=O)C1CCCN(C(=O)c2ccc(S(=O)(=O)N3CCOCC3)cc2)C1 (configuration not stated)	-10.7%	-10.7%	-4.3%
O=C1N=C2SCCN2/C1=C\c1ccc(Cl)cc1	-27.7%	u	-1.8%
